Compound activity deposited in PubChem BioAssay by Sanford-Burnham Center for Chemical Genomics.
CCR6 antagonist = blocks CCL20-driven beta-arrestin recruitment at human CCR6; P51684; CHO-K1 CCR6 PathHunter beta-arrestin, luminescence, CCL20-stimulated; inhibition, % at 20 µM; actives 0.49% (n = 340,000); AID 493098;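 active = compounds whose inhibition of the agonist-driven luminescence signal at 20 µM reaches about 50%, limit read from the data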;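 note: cells stimulated with CCL20 at 14 nM final; plate controls were DMSO with CCL20 for no effect and DMSO without agonist for full effect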
SENP8 inh = inhibitors of human SENP8 protease; Q96LD8; purified SENP8, Z-RLRGG-aminoluciferin cleavage, luminescence; inhibition, % at 10 µM; actives 1.2% (n = 330,000)
Target sequence (Q96LD8 whole entry, looked up): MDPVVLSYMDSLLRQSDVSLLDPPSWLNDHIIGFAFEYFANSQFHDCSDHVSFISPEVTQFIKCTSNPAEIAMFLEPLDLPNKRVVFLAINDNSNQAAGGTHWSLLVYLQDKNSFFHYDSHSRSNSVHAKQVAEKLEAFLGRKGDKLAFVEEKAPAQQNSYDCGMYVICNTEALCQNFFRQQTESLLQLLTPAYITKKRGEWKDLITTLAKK
Jurkat NFkB inh = lowers PMA/ionomycin-induced NF-kB signal in Jurkat cells. PMA/ionomycin-induced NF-kB luciferase reporter, luminescence. inhibition, % at 4 µM. actives 0.53% (n = 330,000). AID 435003
Apaf-1 inh = blocks human Apaf-1 apoptosome activity; O14727; reconstituted apoptosome caspase-3 activity, DEVD-Rh110 fluorescence; inhibition, % at 20 µM; actives 0.71% (n = 330,000); active = inhibition of at least 40% at 20 µM;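 note: plate controls were DMSO wells for no effect and DEVD-CHO caspase inhibitor wells for full effect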
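Material: biochemical Apaf-1 apoptosome reconstitution. Medium: Hepes buffer, pH 7.5. Also added: cytochrome c activation, bis-DEVD rhodamine 110 substrate. Timing: 30 min compound preincubation, 50 min activation, room temperature. Measured by: rhodamine 110 fluorescence at Ex 480/Em 540 nm.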
UBC13 polyUb = inhibitors of human UBC13 polyubiquitin chain formation. P61088. TR-FRET. inhibition, % at 20 µM. actives 0.47% (n = 330,000); in the data active = inhibition above about 45%, passing the limit was not always enough
Target sequence (P61088 whole entry, looked up): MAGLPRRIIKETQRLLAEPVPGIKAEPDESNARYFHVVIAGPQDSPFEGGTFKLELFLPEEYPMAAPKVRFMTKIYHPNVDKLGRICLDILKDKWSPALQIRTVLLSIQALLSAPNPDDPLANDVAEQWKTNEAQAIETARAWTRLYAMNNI
Gli-Sufu antag = antagonists of Gli-Sufu signaling | inhibition, % at 5 µM | actives 0.74% (n = 340,000) | AID 588413 | Sufu-KO-LIGHT fibroblasts, Gli luciferase reporter luminescence;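 active = inhibition above about 55%, limit read from the data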;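 note: 0% = DMSO-treated cells and 100% = wells with medium but no cells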
EBI2 antag = blocks human EBI2 receptor beta-arrestin signaling. P32249. EBI2 beta-arrestin recruitment, luminescence, 7a,25-OHC stimulated. inhibition, % at 5 µM. actives 0.81% (n = 360,000). AID 651636; in the data active = inhibition above about 38%;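 note: enzyme fragment complementation signal reports receptor beta-arrestin coupling in cells; 0% = agonist plus DMSO wells and 100% = wells without agonist; some results beyond the cut were filed as inactive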
Target sequence (P32249 whole entry, looked up, the tested form may be a part): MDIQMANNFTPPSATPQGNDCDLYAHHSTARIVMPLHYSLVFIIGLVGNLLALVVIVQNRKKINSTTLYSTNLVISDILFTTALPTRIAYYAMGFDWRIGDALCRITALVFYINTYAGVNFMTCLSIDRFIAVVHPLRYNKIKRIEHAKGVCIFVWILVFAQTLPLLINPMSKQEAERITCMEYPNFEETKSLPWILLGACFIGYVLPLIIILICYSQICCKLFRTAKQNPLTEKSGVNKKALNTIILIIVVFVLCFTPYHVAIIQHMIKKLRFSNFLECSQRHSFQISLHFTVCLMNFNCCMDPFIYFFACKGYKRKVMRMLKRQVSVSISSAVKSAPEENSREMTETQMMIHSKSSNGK
697 NFkB inh = lowers PMA/ionomycin-induced NF-kB signal in 697 B cells | 697 B-cell NF-kB luciferase reporter, 16 h | inhibition, % at 4 µM | actives 0.33% (n = 330,000); in the data active = inhibition above about 35%
Starred values were filed as active, the others as inactive; i = inactive; / = no result given. Cut-off read from the data, not from the text of the source, unless noted: active = inhibition above about 50%; inactive = the rest. Only part of the results is shown (hit frequency here may not be typical).

mol,CCR6 antagonist,SENP8 inh,Jurkat NFkB inh,Apaf-1 inh,UBC13 polyUb,Gli-Sufu antag,EBI2 antag,697 NFkB inh
O=C(O)c1cc(-c2ccccc2Cl)n(-c2ccccc2)n1,9,1,2,0,-1,0,-4,-3
CCCCC(=O)NC(=S)NNC(=O)CC#N,-8,-6,16,5,-1,-1,-6,1
O=[N+]([O-])c1ccccc1S(=O)(=O)N1CCSCC1,5,-3,5,-10,11,7,-10,21
COc1ccc(C(c2c(C)n(C)n(-c3ccccc3)c2=O)c2c(C)n(C)n(-c3ccccc3)c2=O)cc1O,/,-2,5,-2,6,/,/,9
COc1ccc(C2CCCN2CC(O)COc2ccccc2C(C)C)cc1 (stereo not drawn),11,4,3,15,10,17,5,1
CC(C)(C)NC(=O)C1CC1(c1ccccc1)c1ccccc1 (stereo not drawn),11,-8,-9,5,-6,12,12,-11
COC(=O)c1ccc(/C=N/N2CCN(Cc3ccc(C)cc3C)CC2)cc1,10,1,-16,-3,2,13,14,-5
Cn1ncc(Cl)c1C(=O)N1CCN(c2cccc(Cl)c2)CC1,3,0,7,1,1,6,5,-16
O=c1c2ccccc2ncn1-c1ccc(Cl)cc1Cl,7,0,8,-8,-1,-10,11,16
C=CCOc1ccc(C(=O)/C=C2/C(=O)Nc3ccccc32)cc1,3,-1,28,8,0,8,59*,10
COc1cc2cc(CN(Cc3ccc4c(c3)OCO4)C(=O)c3ccco3)c(=O)[nH]c2cc1OC,5,0,-5,10,1,-5,-15,0
O=[N+]([O-])c1ccc(NCCNS(=O)(=O)c2ccccc2)cc1,11,8,32,-6,3,-3,2,16

Nothing new here: an excerpt of the list.
mol,CCR6 antagonist,SENP8 inh,Jurkat NFkB inh,Apaf-1 inh,UBC13 polyUb,Gli-Sufu antag,EBI2 antag,697 NFkB inh
O=C(O)c1cc(-c2ccccc2Cl)n(-c2ccccc2)n1,9,1,2,0,-1,0,-4,-3
CCCCC(=O)NC(=S)NNC(=O)CC#N,-8,-6,16,5,-1,-1,-6,1

Following part
mol,CCR6 antagonist,SENP8 inh,Jurkat NFkB inh,Apaf-1 inh,UBC13 polyUb,Gli-Sufu antag,EBI2 antag,697 NFkB inh
COc1ccc(Cl)cc1C(=O)n1nc(C)cc1C,22,-6,-3,-2,5,-1,-4,21
COc1cc(OC)c(C(=O)N(CCc2ccccc2)Cc2ccccc2)cc1OC,29,3,-3,27,2,3,10,6
c1ccc2c(-c3ccc(OCCN4CCCCC4)cc3)c(-c3ccsc3)sc2c1,15,-1,5,59*,58*,16,-6,9
O=C(Cc1c(F)cccc1Cl)NNC(=O)c1cccs1,-9,-4,3,-1,-7,-2,-1,12
CNC(=O)N1c2ccccc2NC(=O)CC1C (stereo not drawn),4,-5,-5,4,3,-20,-1,-6
Cc1cc(C)n2nc(C(=O)Nc3ccc(N4CCOCC4)cc3)nc2n1,0,-7,-2,3,-12,2,1,-15
C=CC[C@@H](CC(=O)N(CCO)Cc1ccccc1)C(=O)N[C@@H](COC(=O)[C@@H](CC=C)CC(=O)OC(C)(C)C)Cc1c[nH]c2ccccc12,12,-12,0,36,-6,2,10,-1
Cc1ccc(NC(=O)C(c2ccc(Cl)cc2Cl)N2CCCC2)cc1 (stereo not drawn),6,-4,1,16,-1,30,6,-5
O=C(COC(=O)c1cc([N+](=O)[O-])ccc1Cl)NCCc1ccccc1,0,0,-2,0,-8,-2,-4,23
CCCNC(=O)C1CCN(S(=O)(=O)c2cccc3nonc23)CC1,-6,2,8,8,3,5,-7,9
O=C(OCCN(C1=NS(=O)(=O)c2ccccc21)c1ccccc1Cl)c1ccc(Cl)cc1,1,9,9,-1,24,0,3,8
CC(C)c1[nH]nc2c1C(c1cccs1)C(C#N)=C(N)O2 (stereo not drawn),-22,2,9,2,-3,4,-31,13
COc1cc([N+](=O)[O-])ccc1NC(=O)Cn1ccsc1=N,-4,5,15,-15,-7,-1,4,20
CCOC(=O)c1c(C)[nH]c(C(=O)COC(=O)CCC2CCCC2)c1C,13,-1,6,-19,7,-2,-3,15
Cc1c(CC(=O)N[C@@H](C)C(=O)O)c(=O)oc2c(C)c3occ(-c4ccccc4)c3cc12,19,6,1,20,-14,-8,0,4
COc1ccc(C2c3sc(=O)[nH]c3SCC2C(N)=O)cc1 (stereo not drawn),0,-2,11,-18,15,1,4,11
Cc1occc1-c1nnc(SCC(=O)N2CC(=O)Nc3ccccc32)n1CC(C)C,4,-1,11,0,2,0,-7,11
CCOC(=O)C(=O)NNc1ccc(Cl)cc1,-3,-5,-6,-9,-4,1,14,-1
COc1cc(SC)ccc1C(=O)Nc1c(C)cccc1C,-6,3,2,-5,2,-9,-10,5
O=[N+]([O-])c1cccc(-c2n[nH]c(=S)n2Cc2ccccc2)c1,18,-1,-11,6,-3,-2,7,-12
CN(Cc1nc2ccccc2[nH]1)C(=O)C1CCC(=O)N(C2CCCC2)C1 (stereo not drawn),7,4,7,8,-2,-2,2,9
COc1ccc(S(=O)(=O)N2CCCC2C(=O)NCc2cccs2)cc1 (stereo not drawn),-7,-2,6,9,-2,5,-10,5
NC(N)=NCCCc1cn(CC(=O)N2CCNCC2)nn1,5,-2,11,40*,-5,-9,5,22
COc1ccc(-c2cc(C(=O)N3CCCC(C(F)(F)F)C3)c3ccccc3n2)cc1OC (stereo not drawn),9,6,-5,20,1,-1,0,-48
N/C(=N\OC(=O)Oc1ccccc1)c1ccc(Br)cc1,-13,-5,-12,5,-12,0,-12,-21
O=C(N/N=C/c1ccc2c(c1)OCO2)c1cc(-c2ccc(F)cc2)nc2ccccc12,9,5,-7,1,-6,-30,-5,-23
O=C(CN1CCN(S(=O)(=O)c2ccc(F)cc2)CC1)Nc1ccc(Cl)cn1,-8,-2,1,-10,-3,7,17,-6
S=C1NCN(Cc2ccco2)CN1Cc1ccco1,8,-3,7,-26,2,4,-5,-1
C=CC(=O)NCc1ccc(-c2csnn2)cc1,9,0,-11,-1,-2,-3,9,4
O=C(NCc1ccccc1)C1=C[C@@H](c2ccc(Br)cc2)C[C@@H](OCCCCO)O1,7,-3,0,15,-3,8,14,8
O=C1c2cccc3cccc(c23)C(=O)N1CCN1CCN(CC(O)COCc2ccc(Cl)cc2)CC1 (stereo not drawn),4,1,11,1,98*,29,21,-25
CN1C(=O)c2ccccc2C(C(=O)O)C1c1cccc(Cl)c1 (stereo not drawn),-1,-11,3,2,-5,-5,-2,5
CC(NC(=O)OCc1ccccc1)C(=O)NCC1CCCO1 (stereo not drawn),-12,3,-9,6,7,2,0,0
O=C1c2ccccc2/C(=C\c2ccc(Br)s2)N1c1ccccc1,6,45,7,15,-4,-8,-3,4
Cc1ccc(NC(=O)CN(C)C(=O)c2ccc(Br)o2)cc1,8,4,8,0,7,/,-9,14
Cc1ccc(-c2csc3ncnc(Nc4ccc(C(=O)O)cc4)c23)cc1,10,27,10,-5,15,-4,3,36*
COc1ccccc1OCC(=O)c1[nH]c(C)c(C(C)=O)c1C,-7,-5,26,9,6,36,-5,0
COc1ccc(CNC(=O)C/C(C)=N/NC(=O)c2ccc(OC)cc2OC)cc1,11,-7,-4,9,-6,-12,-2,-7
CC(C)c1ccc(OCC(O)CN2CCN(c3ccccn3)CC2)cc1 (stereo not drawn),-7,-1,2,11,5,52,11,6
CCN1C(=O)/C(=C\C=C2/C=CC=CN2CC)SC1=S,64*,0,-45,9,i,-139,-1,-36
COc1ccccc1NC(=O)C(C)Nc1ccc(C)c(Cl)c1 (stereo not drawn),9,-4,-4,-5,9,34,-14,1
c1cncc(CSc2ccc(-c3cccs3)nn2)c1,-1,6,-42,-5,-4,-33,-1,-19
Cn1c(=O)cc(SCC(=O)NCCCN2CCN(c3ccc(F)cc3)CC2)c2ccccc21,-4,-2,-37,12,82*,11,-13,-21
Cc1cccc(NCc2nc(SCC(=O)Nc3ccccc3)n[nH]2)c1,7,-6,-2,1,-4,-4,5,14
Cn1cc(CN2CCC(C(=O)Nc3cccc(-c4cccc(F)c4)c3)CC2)cn1,12,-4,-4,3,21,22,-6,14
COC(=O)[C@]1(Cc2ccccc2)N[C@H](CN(C)S(=O)(=O)c2ccc(-c3ccccc3)cc2)[C@@H]2C(=O)N(C)C(=O)[C@@H]21,-1,6,1,5,-2,0,5,2
O=C(Cn1cc(C(=O)c2ccco2)c2ccccc21)NCc1ccco1,-2,0,-3,8,13,-4,-19,2
O=C(COC(=O)Cc1ccc(F)cc1)NC1CCCCCC1,8,-4,13,4,5,11,2,10
COC(=O)CCC(=O)Nc1nccs1,3,-9,-7,-8,-2,-15,3,6
O=C(Nc1nnc(-c2ccc3c(c2)OCCO3)o1)C1CCCCC1,8,2,-39,-24,5,-16,-15,-30
c1ccc2c(CN3CCOCC3)c3ccccc3c(CN3CCOCC3)c2c1,-6,-11,-6,0,-2,1,-7,-2
C=CCN1C(=O)OC2(CCCCC2)C1(C)O (stereo not drawn),8,-3,8,0,10,3,-5,6
CCc1ccc(-c2nc(CSCC(=O)NCCCN3CCCC3=O)c(C)o2)cc1,5,-6,16,0,7,30,0,32
OCC[C@H]1C[C@H](O)[C@@H](O)[C@@]2(CCc3ccccc3O2)O1,5,2,-7,2,5,-13,-1,15
COc1ccccc1NC(=O)NCC1(N(C)C)CCCCC1,-4,8,13,4,14,6,-6,3
COc1ccccc1NC(=O)c1ccc(NC(=O)CN2CCCCC2)cc1,-3,2,13,-7,17,15,-12,11
Cc1ccc(N(C(C)C(=O)Nc2ccc(S(=O)(=O)N3CCOCC3)cc2)S(C)(=O)=O)cc1 (stereo not drawn),7,-10,-13,-4,-2,-12,-3,-15
CCC(=O)Nc1ccc(NC(=O)c2ccco2)c(OC)c1,-15,1,-22,-6,6,-34,0,-19
NC1=NN(c2cccc(C(=O)O)c2)C(=O)C1,17,-6,-2,-6,-5,-2,-6,17

697 NFkB inh, entries above that show a hit
smiles	CCR6 antagonist	Jurkat NFkB inh	UBC13 polyUb	EBI2 antag	697 NFkB inh
Cc1ccc(-c2csc3ncnc(Nc4ccc(C(=O)O)cc4)c23)cc1	10	10	15	3	36*
